Compound activity deposited in PubChem by several laboratories.
IEC-6 tox: kills IEC-6 intestinal cells in KLF5 counter-screen; IEC-6 cytotoxicity, luminescence viability; inhibition, % at 5 µM; 0.78% of 290,000 active; AID 1825; in the data active = inhibition above about 22%;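 also: 0% = plate median of test compound wells and 100% = cytotoxic reference compound wells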
HSF1 activator: increases HSF-1 driven luciferase reporter signal. NIH3T3-HGL HSF-1 luciferase reporter, MG132, 8 h; 100% = twice DMSO control signal. activation, % at 9 µM. 1.7% of 300,000 active. AID 504408;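 active = mean replicate activation of at least 50% with a set share of replicates each reaching 50%; inconclusive = only one of those two conditions met; inactive = mean below 50% and too few replicates reaching it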;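 also: 0% = median of the neutral control wells and 100% = twice that signal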
KLF5 inh: suppresses KLF5 promoter-driven expression | DLD-1 KLF5 promoter-luciferase reporter, luminescence | 0.23% of 290,000 active | inhibition, % at 5 µM;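 active = inhibition above a per-plate limit of that plate's mean compound inhibition plus 3 SD, cut at about 60% in these data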;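 also: 0% = DMSO wells and 100% = LY294002 at 200 µM; higher means less KLF5 promoter-driven luciferase light; inactives centre near -14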
HIF act: HIF pathway transcriptional activation | U2OS HRE-luciferase reporter, luminescence; normalized: DMSO 0%, desferrioxamine 100% | activation, % at 7.5 µM (by protocol) | 0.32% of 300,000 active | AID 1910;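 active = mean activation of at least 10% of the iron chelator positive control signal, with at least half of replicates also reaching 10%; inconclusive = mean and replicate majority disagree about reaching 10%; inactive = mean and most replicates under 10%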
GSK3B inh: blocks human GSK3beta kinase activity; GST-GSK3beta kinase, ADP-Glo luminescence, 60 min; hits give low values; activity score (negative = inhibition), % at 10 µM; AID 2097; 0.038% of 300,000 active;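 active = more than half of replicate wells score below -50%, meaning over 50% inhibition versus plate controls; inconclusive = some replicates but at most half score below -50%; inactive = no replicate scores below -50%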;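 also: 0% = median DMSO wells and -100% = median GW8510 positive control wells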
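Assay system: GST-fused GSK3beta enzyme, cell-free / Medium: Tris pH 7.5 buffer with MgCl2, DTT, BSA, heparin / Also added: peptide substrate plus 25 µM ATP (final) / Compound: 10 µM single point / Timing: kinase reaction with compound 60 min at room temperature / Detection: ADP-Glo luminescence / Benchmarks: DMSO neutral wells and GW8510 at 20 µM as positive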
HSP90 refold inh: HSP90 refolding inhibition in rabbit reticulocyte lysate; 0.91% of 290,000 active; luciferase refolding luminescence, 3 h; inhibition, % at 5.6 µM;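 active = inhibition above the screen-wide mean plus 3 SD, computed separately per campaign, cut at about 16% in these data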;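 also: 0% = DMSO wells and 100% = 60 µM geldanamycin wells; inhibitors lower the luminescence because luciferase stays unfolded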
GSK3A inh: inhibitors of human GSK-3 alpha kinase; P49840; inhibition, % at 10 µM; 0.1% of 320,000 active; ADP-Glo luminescence, 60 min;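 in the data active = inhibition above about 50%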;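 also: GST-tagged GSK-3 alpha with peptide substrate and 25 µM ATP; 0% = DMSO neutral wells and 100% = GW8510 positive control wells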
Target sequence (P49840 whole entry, looked up): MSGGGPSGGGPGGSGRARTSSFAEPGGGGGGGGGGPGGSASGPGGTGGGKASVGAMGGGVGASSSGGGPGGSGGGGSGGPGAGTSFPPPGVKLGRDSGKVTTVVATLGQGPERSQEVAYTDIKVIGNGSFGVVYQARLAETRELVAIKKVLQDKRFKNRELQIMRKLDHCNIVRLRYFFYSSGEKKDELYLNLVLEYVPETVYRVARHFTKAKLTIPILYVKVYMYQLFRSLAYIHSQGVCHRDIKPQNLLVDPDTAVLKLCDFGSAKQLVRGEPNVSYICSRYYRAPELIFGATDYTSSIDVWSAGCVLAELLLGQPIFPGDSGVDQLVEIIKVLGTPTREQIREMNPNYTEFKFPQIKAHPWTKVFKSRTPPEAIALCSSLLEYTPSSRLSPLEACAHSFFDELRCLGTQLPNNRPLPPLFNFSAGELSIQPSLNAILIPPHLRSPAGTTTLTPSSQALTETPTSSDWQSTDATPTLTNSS
HSF1 inh: HSF1 inhibition. NIH3T3-HGL HSE-luciferase, MG132-induced, luminescence 8 h; hits give low values. activity change, negative = inhibition, % at 7.5 µM (by protocol). 0.77% of 300,000 active;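 active = more than half of replicate wells show activity change below -50%, luminescence cut by over half; inconclusive = some wells, but at most half, below -50%; inactive = no replicate well below -50%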;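 also: luciferase reports HSF-1 transcriptional activity via heat shock element; 0% = median of DMSO wells and -100% = zero luminescence signal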
aSyn 5UTR inh: 5' untranslated region of α-synuclein, MLPCN primary screen | alpha-synuclein 5'UTR reporter, inhibitor activity | 0.82% of 300,000 active | AID 1813 | inhibition, % (tested at 7.5 µM); in the data active = inhibition above about 60%; inconclusive = no clear call, values can overlap the other calls;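 also: H4 neuroglioblastoma cells stably carrying SNCA 5'UTR luciferase fusion; 0% = DMSO wells and 100% = positive control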
AI-2 QS modul: modulates the Vibrio harveyi AI-2 quorum sensing system | Vibrio harveyi JMH597 AI-2 luminescence/OD600 ratio, 9 h; hits give low values; strain lacks LuxN and CqsS sensors; 0 = neutral-control median | activity change, % at 7.5 µM | 0.4% of 300,000 active | AID 2094; in the data active = activity change below about -75%, passing the limit was not always enough; inconclusive = no clear call, values can overlap the other calls;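 also: luminescence divided by OD600 gain over 9 h not by final OD600 alone; inactives centre near 13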
* marks the source's active call; other numbers are inactive results; ? = inconclusive; nt = no result given.

Short forms – A = IEC-6 tox; B = HSF1 activator; C = KLF5 inh; D = HIF act; E = GSK3B inh; F = HSP90 refold inh; G = GSK3A inh; H = HSF1 inh; I = aSyn 5UTR inh; J = AI-2 QS modul
CC1CCCCC1NS(=O)(=O)c1ccc2c(c1)CC(=O)N2C (stereo unspecified)
  A: 4 | B: -1 | C: -7 | D: -0.5 | E: -26 | F: -6 | G: -1 | H: -7 | I: -4 | J: 5
CC(C)NC(=O)c1ccc(COCC(F)(F)F)cc1
  A: -2 | B: 6 | C: -33 | D: 0.4 | E: -4 | F: 4 | G: -1 | H: -1 | I: 12 | J: 14
C=CCOc1cccc(/C=C2\C(=O)N(Cc3ccc(C)cc3)C(C)=C2C(=O)OC)c1
  A: 0 | B: 42 | C: -19 | D: -0.4 | E: 1 | F: 0 | G: -1 | H: 24 | I: -7 | J: 6
CCCCOC(=O)Nc1sc2c(c1C(=O)OC)CCC2
  A: -2 | B: -4 | C: 10 | D: -0.2 | E: 1 | F: -1 | G: -2 | H: -3 | I: -13 | J: 17
CCc1cccc(C)c1NC(=O)COC(=O)Cc1ccsc1
  A: -4 | B: -11 | C: -2 | D: -0.6 | E: 0 | F: -4 | G: -2 | H: 1 | I: 7 | J: 19
O=C(CSc1nnnn1C1CCCCC1)NCc1cccc(C(=O)O)c1
  A: 3 | B: -2 | C: -5 | D: 0.5 | E: -3 | F: -2 | G: -3 | H: -5 | I: -2 | J: 3
CC1(C)Cc2cccc(OCC(=O)Nc3cccnc3Cl)c2O1
  A: -4 | B: -11 | C: -17 | D: -0.2 | E: 5 | F: -1 | G: -1 | H: -3 | I: 34 | J: 19
COc1ccc(/C=N/NC(=O)c2cc(-c3ccccc3)nc3ccccc23)c(OC)c1
  A: 8 | B: 33 | C: -8 | D: -32 | E: 1 | F: 0 | G: 7 | H: 28 | I: 6 | J: 8
CN(CCc1cnn(C)c1)Cc1cn(C)nc1-c1ccc2c(c1)OCCO2
  A: 3 | B: nt | C: -6 | D: 0.5 | E: 2 | F: -1 | G: -1 | H: nt | I: 1 | J: 10
COCCOC(=O)C1=C(C)NC(=O)NC1c1cc2c(cc1Br)OCO2 (stereo unspecified)
  A: -1 | B: -13 | C: -5 | D: -22 | E: 0 | F: 0 | G: 1 | H: 2 | I: -5 | J: 10

Next part
Short forms – A = IEC-6 tox; B = HSF1 activator; C = KLF5 inh; D = HIF act; E = GSK3B inh; F = HSP90 refold inh; G = GSK3A inh; H = HSF1 inh; I = aSyn 5UTR inh; J = AI-2 QS modul
CCCCNC(=O)CSc1nc2cc(OC)c(OC)cc2c(=O)n1Cc1ccc(OC)cc1
  A: 1 | B: 2 | C: 7 | D: 0.8 | E: 3 | F: -3 | G: -2 | H: -5 | I: 14 | J: 15
COc1ccc(NC(C)=O)cc1NC(C)C(=O)Nc1cccc2ccccc12 (stereo unspecified)
  A: 2 | B: -11 | C: -26 | D: -0.4 | E: 3 | F: 7 | G: -1 | H: -6 | I: 9 | J: 15
Cc1ccc(NC(=O)c2noc3c2CCc2ccccc2-3)cc1
  A: 5 | B: ? | C: -110 | D: 4.5 | E: 2 | F: 5 | G: -2 | H: 21 | I: -205 | J: 6
CCOC(=O)c1cnc(SC)nc1Oc1cccc(NC(=O)c2ccc(Cl)cc2)c1
  A: -3 | B: nt | C: -8 | D: nt | E: 4 | F: -2 | G: 5 | H: nt | I: nt | J: 27
COC(=O)C1=C(C)NC(=O)CC1c1cccc(Cl)c1Cl (stereo unspecified)
  A: 2 | B: 12 | C: 6 | D: -0.8 | E: 4 | F: 1 | G: 17 | H: 3 | I: 19 | J: 2
C1=C(C(c2nnnn2C2CCCCC2)N2CCCCC2)COc2ccccc21 (stereo unspecified)
  A: -4 | B: 6 | C: -24 | D: 0.3 | E: -2 | F: 0 | G: -3 | H: -2 | I: -17 | J: 15
Cc1c([N+](=O)[O-])cc(C(=O)Nc2ccc3ncccc3c2)cc1[N+](=O)[O-]
  A: 3 | B: 3 | C: -66 | D: -0.7 | E: 0 | F: -3 | G: -2 | H: -9 | I: -56 | J: 15
COc1ccc(NC(=O)/C=N/O)cc1
  A: -7 | B: -5 | C: -14 | D: 0.1 | E: 1 | F: -1 | G: 2 | H: 6 | I: -19 | J: 9
COc1ccc(C(c2c(C)[nH]n(C(N)=S)c2=O)C(C#N)C#N)cc1 (stereo unspecified)
  A: -2 | B: nt | C: -15 | D: nt | E: nt | F: -1 | G: -1 | H: nt | I: nt | J: nt
COc1ccc(N2CCN(C(=O)CN(c3cccc(Br)c3)S(C)(=O)=O)CC2)cc1
  A: -4 | B: 13 | C: -23 | D: 0.2 | E: 4 | F: 0 | G: 0 | H: 3 | I: 9 | J: 23

Next results:
Short forms – A = IEC-6 tox; B = HSF1 activator; C = KLF5 inh; D = HIF act; E = GSK3B inh; F = HSP90 refold inh; G = GSK3A inh; H = HSF1 inh; I = aSyn 5UTR inh; J = AI-2 QS modul
O=C(CC(c1ccccc1)c1cc(Cl)ccc1O)NCCCN1CCOCC1 (stereo unspecified)
  A: -4 | B: -18 | C: -46 | D: -0.6 | E: 3 | F: -1 | G: 2 | H: 3 | I: 16 | J: 3
O=C(c1cc(-c2ccccc2)nn1-c1ccccc1)N1CCN(S(=O)(=O)c2ccc(F)cc2)CC1
  A: nt | B: 5 | C: nt | D: 0.0 | E: 3 | F: nt | G: 0 | H: 0 | I: 12 | J: 12
COc1ccc(S(=O)(=O)Nc2ccc3c(c2)n(C)c(=O)n3C)cc1C
  A: 10 | B: 15 | C: -4 | D: -6.8 | E: 13 | F: -2 | G: -1 | H: 3 | I: -4 | J: 13
CN(C)C=C1C(=O)c2ccccc2C1=O
  A: 2 | B: -6 | C: -28 | D: -0.4 | E: 1 | F: 6 | G: -3 | H: -9 | I: 9 | J: 12

Reformatted with tabs: part of the list above.
Compound	IEC-6 tox	HSF1 activator	KLF5 inh	HIF act	GSK3B inh	HSP90 refold inh	GSK3A inh	HSF1 inh	aSyn 5UTR inh	AI-2 QS modul
CC1CCCCC1NS(=O)(=O)c1ccc2c(c1)CC(=O)N2C (stereo unspecified)	4	-1	-7	-0.5	-26	-6	-1	-7	-4	5
CC(C)NC(=O)c1ccc(COCC(F)(F)F)cc1	-2	6	-33	0.4	-4	4	-1	-1	12	14
C=CCOc1cccc(/C=C2\C(=O)N(Cc3ccc(C)cc3)C(C)=C2C(=O)OC)c1	0	42	-19	-0.4	1	0	-1	24	-7	6
CCCCOC(=O)Nc1sc2c(c1C(=O)OC)CCC2	-2	-4	10	-0.2	1	-1	-2	-3	-13	17
CCc1cccc(C)c1NC(=O)COC(=O)Cc1ccsc1	-4	-11	-2	-0.6	0	-4	-2	1	7	19
O=C(CSc1nnnn1C1CCCCC1)NCc1cccc(C(=O)O)c1	3	-2	-5	0.5	-3	-2	-3	-5	-2	3
CC1(C)Cc2cccc(OCC(=O)Nc3cccnc3Cl)c2O1	-4	-11	-17	-0.2	5	-1	-1	-3	34	19
COc1ccc(/C=N/NC(=O)c2cc(-c3ccccc3)nc3ccccc23)c(OC)c1	8	33	-8	-32	1	0	7	28	6	8
CN(CCc1cnn(C)c1)Cc1cn(C)nc1-c1ccc2c(c1)OCCO2	3	nt	-6	0.5	2	-1	-1	nt	1	10
